High-throughput results: PubChem BioAssay, The Scripps Research Institute Molecular Screening Center
HTRA1 inh: blocks human HTRA1 serine peptidase; Q92743; recombinant HTRA1, FP-rhodamine activity-based probe, fluorescence polarization; inhibition, % at 5.96 µM; actives 0.5% (n = 340,000); AID 504803; in the data active = inhibition above about 36%;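 note: 0% = enzyme with DMSO and 100% = wells lacking enzyme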
Target sequence (Q92743 whole entry, looked up): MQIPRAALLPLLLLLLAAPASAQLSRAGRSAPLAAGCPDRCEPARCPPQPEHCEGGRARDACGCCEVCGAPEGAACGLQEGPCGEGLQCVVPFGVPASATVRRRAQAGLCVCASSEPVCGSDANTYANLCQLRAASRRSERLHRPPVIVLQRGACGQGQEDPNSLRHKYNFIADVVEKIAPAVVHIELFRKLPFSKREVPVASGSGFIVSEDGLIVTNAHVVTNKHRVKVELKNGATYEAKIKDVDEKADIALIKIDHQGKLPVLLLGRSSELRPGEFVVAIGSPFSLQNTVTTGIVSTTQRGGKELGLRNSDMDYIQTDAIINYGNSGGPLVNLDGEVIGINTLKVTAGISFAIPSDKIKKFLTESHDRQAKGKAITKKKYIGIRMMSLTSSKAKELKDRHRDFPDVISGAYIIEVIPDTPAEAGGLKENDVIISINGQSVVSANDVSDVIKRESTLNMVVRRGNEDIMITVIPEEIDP
An asterisk follows results filed as active. This is a subset; rates above refer to the full screens.

Molecule | HTRA1 inh
Cc1cc(NC(=O)CCS(=O)(=O)c2ccc3c(c2)NC(=O)C(C)S3)ccc1Br (stereo unspecified) | -24
COc1ccccc1Nc1nn2c(=O)c3ccc(C(=O)NCc4cccnc4)cc3nc2s1 | 0
Cc1csc(NC(=O)CSc2ccc(-c3ccccc3)nn2)n1 | -2
Cc1c(C)c2c(OCC(=O)N3CCC(C(=O)NCC(C)C)CC3)cc3c(c2oc1=O)CCC(C)(C)O3 | -5
CC1C(=O)N(Cc2cn(CC3CCCCC3)nn2)CCS(=O)(=O)N1Cc1ccc(-c2ccc(Cl)cc2)cc1 (stereo unspecified) | -48
C=C(C)COc1ccc2c(C)c(CC(=O)OC)c(=O)oc2c1C | -2
Cn1c(=O)c2c(nc(N3CCNCC3)n2Cc2cccc3ccccc23)n(C)c1=O | 7
CN1c2ccccc2C(C)(C)C12CC(CCl)=NO2 (stereo unspecified) | -2
COC(=O)C1=CN(Cc2ccc(OC)cc2)C=C(C(=O)OC)C1c1cc(OC)c(OC)c(OC)c1 | -6
COc1cc2ncnc(N[C@H](C)c3ccccc3)c2cc1OC | -4
Cc1ccc(S(=O)(=O)Nc2ccc3c(c2)CC(=O)N([C@H](C)CO)C[C@@H](C)[C@H](CN(C)Cc2ccc(-c4ccccc4)cc2)O3)cc1 | -86
CCC(=O)NCCn1c(C)cc2ccccc21 | 8
COC(=O)c1ccccc1NC1=C/C(=N\S(=O)(=O)c2ccc(C(=O)O)cc2)c2ccccc2C1=O | 45*
CC(C)(C)CC(=O)N[C@@H](Cc1ccccc1)c1nc2ccccc2[nH]1 | 0
Cn1c(-c2ccc3c(c2)OCO3)cnc1NCc1cccc(Cl)c1 | -1
FC(F)(F)c1cccc(NCc2cn3cccnc3n2)c1 | 6
COC(=O)C1=C(C)N(c2ccc(C)c(C)c2)/C(=C/c2ccco2)C1=O | -5
COc1ccc(OC)c(-c2nnc3n2N=C(c2ccc(OC)c(OCC4CC4)c2)CS3)c1 | -45
Oc1ccc(Nc2nc(-c3cccnc3)cs2)cc1 | 14
C#CCOCCOCCOCCNc1nc(N2CCN(C(=O)C([C@@H](C)CC)n3cc(C(N)CC(C)C)nn3)CC2)nc(N2CCN(C(=O)[C@H](CCC(=O)O)n3cc(C(N)CC(C)C)nn3)CC2)n1 (stereo partly specified) | -1
CCOC(=O)[C@@H]1[C@H]2COc3ccc(Br)cc3[C@@H]2N2C(=O)N(c3ccc(OC)cc3)C(=O)[C@]12C | 0
C#CCOCCOCCOCCNc1nc(N2CCN(C(=O)CCCCCCCCCCNC(=O)[C@@H](CCC(=O)O)n3cc(CCCCCN)nn3)CC2)nc(N2CCN(C(=O)CCCCCCCCCCNC(=O)[C@H]([C@@H](C)CC)n3cc(CCCCCN)nn3)CC2)n1 | -56
N#CC1(NC(=O)COC(=O)c2cc(O)c3ccccc3c2O)CCCCC1 | 16
COC(=O)CN(c1ccc(C)cc1)S(=O)(=O)c1ccc2c(c1)n(C)c(=O)c(=O)n2C | -1
COc1ccc(C(=O)c2c(C(F)(F)F)oc3c2C(=O)c2ccccc2C3=O)cc1 | 11

Other records.
Molecule | HTRA1 inh
COC(=O)C1=C(C(=O)OC)[C@@H]2N(Cc3ccccc3)c3ccccc3[C@@]23C[C@@H](C(=O)OC)N(C(=O)c2ccc(Br)cc2)C3=N1 | -9
c1ccc(-c2cc(-c3nn4c(-c5ccco5)nnc4s3)c3ccccc3n2)cc1 | -32
COc1ccc(OC)c(NC(=O)C2CC(=O)N(CCc3ccc(F)cc3)C2)c1 (stereo unspecified) | 2
COc1ccc(C(C(=O)NC2CCCCC2)N(C(=O)CCl)c2ccc(Cl)cc2)cc1 (stereo unspecified) | -8
CC1=NN(c2nc3ccccc3[nH]2)C(=O)/C1=C/N(C)C | 7
S=c1[nH]nc(-c2cc(-c3ccccc3)n[nH]2)n1/N=C/c1c2ccccc2cc2ccccc12 | -65
O=c1c2c3c(sc2nc2sc(C4CC4)nn12)CCCC3 | 4
O=C(NCCc1ccccc1)c1ccc2c(c1)N(Cc1ccccc1)CCS2 | -17
Cc1cccc(NC(=O)CSc2nnc(-c3ccco3)o2)c1 | 0
O=c1cc(C(F)(F)F)[nH]c2c(C(F)(F)F)cccc12 | -2
COC(=O)c1ccc(NC(=O)CSC2=Nc3ccccc3C3CC=NN23)cc1 (stereo unspecified) | -9
COc1cc(/C=N/NC(=O)c2cccnc2)ccc1OC(=O)c1cccc(Br)c1 | -19
Cc1cc(C)c(NC(=O)C(=O)NCc2ccco2)c(C)c1 | -1
CCn1cc(C(=O)NCc2ccccc2F)c(=O)c2ccc(C)nc21 | 1
CCOC(=O)C1Oc2ccccc2C(C(=O)OC)=C1C(=O)OC (stereo unspecified) | 7
c1ccc(CC2CCN(C3=Nc4cccc5cccc3c45)CC2)cc1 | -17
CCCN(CCC)C(=O)c1cc(-c2ccc3c(c2)OCO3)nc2ccccc12 | -32
O=C(NCc1cc(C(F)(F)F)cc(C(F)(F)F)c1)C12CN(Cc3ccccc3)CC1C(c1cccc([N+](=O)[O-])c1)=NO2 (stereo unspecified) | -5
C#CCOCCOCCOCCNc1nc(N2CCN(C(=O)CCCCCCCCCCNC(=O)[C@H](CCCCN)n3cc(C[C@@H](C)CC)nn3)CC2)nc(N2CCN(C(=O)CCCCCCCCCCNC(=O)[C@H](CCCCN)n3cc(C[C@@H](C)CC)nn3)CC2)n1 | -55
Cc1cc(C)cc(NC(=O)Nc2ccc(S(=O)(=O)Nc3cc(C)on3)cc2)c1 | -9
CC(C=NNC(=O)C(=O)NN=CC(C)=Cc1ccccc1)=Cc1ccccc1 | 13
Cc1ccccc1Nc1cc2ccccc2c(=O)[nH]1 | 0
CC1CCCCN1Cc1nc2c(c(=O)n(C)c(=O)n2C)n1Cc1c(F)cccc1Cl (stereo unspecified) | 1
Cc1ccc(-c2nnc(NC(=O)Cc3ccc(F)cc3)o2)c(C)c1 | -1
COc1ccc(OC)c(NC(=O)c2nnn(CC(=O)Nc3ccc4c(c3)OCO4)c2N)c1 | 0

Compounds listed so far that have a CF3 group, in the order listed:
Molecule | HTRA1 inh
FC(F)(F)c1cccc(NCc2cn3cccnc3n2)c1 | 6
COc1ccc(C(=O)c2c(C(F)(F)F)oc3c2C(=O)c2ccccc2C3=O)cc1 | 11
O=c1cc(C(F)(F)F)[nH]c2c(C(F)(F)F)cccc12 | -2
O=C(NCc1cc(C(F)(F)F)cc(C(F)(F)F)c1)C12CN(Cc3ccccc3)CC1C(c1cccc([N+](=O)[O-])c1)=NO2 (stereo unspecified) | -5

(cont.)
| smiles | HTRA1 inh |
| --- | --- |
| CC(C)CN1C(=S)SC(C)(C)C1n1oc(=O)n(-c2ccc(Cl)cc2)c1=O (stereo unspecified) | -30 |
| CCCc1cc(=O)oc2cc(C)cc(OC(C)C(=O)N[C@@H](Cc3c[nH]c4ccccc34)C(=O)O)c12 (stereo partly specified) | -5 |
| COc1ccc2[nH]c(-c3ccc(C)cc3)cc(=O)c2c1 | -7 |
| Cc1ccc(NC(=O)COc2ccc(/C=N\NC(=O)c3cccnc3)cc2)cc1C | -7 |
| CCOC(=O)/C(=C/c1ccc(N2CCC(c3ccccc3)=N2)cc1)C(C)=O | 6 |
| CC(=O)Nc1cc2c(cc1[N+](=O)[O-])-c1ccccc1C2O (stereo unspecified) | 2 |
| C1=CC2=NC34CCCCC3CC3=C(CCCC3)N4C2=CC1=NC1CCCCC1 (stereo unspecified) | 35 |
| O=C(NC1CCN(Cc2ccccc2)CC1)C1CCN(S(=O)(=O)c2cccc([N+](=O)[O-])c2)CC1 | -2 |
| COCCN1C=C2C(=O)C(C)(OC(=O)CCC(=O)OC)C(=O)C(Br)=C2C=C1c1ccc(OC)cc1 (stereo unspecified) | 27 |
| O=C(Cn1ncn2c(cc3ccccc32)c1=O)NCCCc1ccccc1 | -1 |
| Cc1nc(N2CCN(C)CC2)c2sc(=S)n(C)c2n1 | 2 |
| Cc1cccc(NC(=O)CCc2nnc3ccc(N4CCC(C)CC4)nn23)n1 | 2 |
| NC(=O)C(CC(=O)O)NC(=O)[C@@H]1CCCNc2c(I)cc([N+](=O)[O-])cc2C(=O)N[C@@H](CO)C(=O)N[C@@H](Cc2ccc(O)cc2)C(=O)N1 (stereo partly specified) | -5 |
| COC(=O)CSc1nc(NC#N)nc(NC(C)C)n1 | 4 |
| CC1CCN(CCNC(=O)c2ccc3c(=O)n(Cc4ccc(Cl)cc4)c(=S)[nH]c3c2)CC1 | -26 |
| COc1cccc([C@@H]2Oc3ccc(OC)cc3C(=O)[C@H]2O)c1 | -2 |
| O=C(COc1ccc2oc(-c3ccccc3)cc(=O)c2c1)NCc1ccco1 | -8 |
| O=C(Nc1cccc2ccccc12)c1onc2c1CCCC2 | -9 |
| C#CCOCCOCCOCCNc1nc(N2CCN(C(=O)CCCCCCCCCCNC(=O)[C@H](CCCCN)n3cc(C)nn3)CC2)nc(N2CCN(C(=O)CCCCCCCCCCNC(=O)[C@H](CO)n3cc(CCCSC)nn3)CC2)n1 | -82 |
| COc1ccc(-c2noc(CSc3nc(-c4ccccc4)cc(=O)[nH]3)n2)cc1 | -12 |

3 compounds out of the list above, ordered by their value in HTRA1 inh, highest first:
| smiles | HTRA1 inh |
| --- | --- |
| O=C(Cn1ncn2c(cc3ccccc32)c1=O)NCCCc1ccccc1 | -1 |
| COc1cccc([C@@H]2Oc3ccc(OC)cc3C(=O)[C@H]2O)c1 | -2 |
| COc1ccc(C(C(=O)NC2CCCCC2)N(C(=O)CCl)c2ccc(Cl)cc2)cc1 (stereo unspecified) | -8 |

New compounds follow:
| smiles | HTRA1 inh |
| --- | --- |
| Cc1onc(-c2ccccc2Cl)c1C(=O)Nc1ccc(-n2nncc2-c2ccco2)cc1 | -23 |
| O=C(C[C@H]1C[C@H](C(=O)N2CCOCC2)[C@@]2(CCC3CCCC3)c3[nH]c4cc(-c5ccco5)ccc4c3CCN2C1=O)NCCC1=CCCCC1 | 1 |
| NC(=O)COc1c(-c2ccc(Br)o2)oc2ccccc2c1=O | 9 |
| COc1cc(C(=O)NC2CCN(C)CC2)ccc1Nc1ncc2c(n1)N(C1CCCC1)CCC(=O)N2C(C)C | -3 |
| COc1ccc(C2/C=C\CN(C(=O)C3CC3)[C@H](Cc3ccccc3)C(=O)N2Cc2ccc(F)cc2)cc1 (stereo partly specified) | -29 |
| CCc1ccc(-c2cc(C(F)(F)F)n3nc(C(=O)Nc4cnn(Cc5ccc(C)cc5)c4)cc3n2)s1 | -25 |
| COc1ccc2c(Cn3cnc4cc([N+](=O)[O-])ccc4c3=O)cc(=O)oc2c1 | -3 |
| COCCn1cnc2c1c(=O)[nH]c(=O)n2Cc1ccccc1 | 5 |
| COc1ccccc1NC(=O)c1ccc(NC(=O)COC(=O)C2CCCO2)cc1 (stereo unspecified) | -3 |
| COc1ccc(Cc2nc(C(=O)Nc3ccc(Cl)cc3)cs2)cc1 | -39 |
| COCCn1c(SCC(=O)NCCc2ccccc2)nc2c([nH]c3ccccc32)c1=O | -2 |
| Cc1cc(Sc2ncnc(N)c2[N+](=O)[O-])ncn1 | 4 |
| [O-]C(=C(C(=S)Nc1cccc2ccccc12)[n+]1ccccc1)c1ccc2c(c1)OCCO2 | 7 |
| O=C(/C=C/c1cc[n+](CC(=O)c2ccc3cccc4c3c2CC4)cc1)c1ccc2cccc3c2c1CC3 | 8 |
| Cn1nnnc1Sc1ncnc2scc(-c3cccs3)c12 | -11 |
| CCOc1ccc(C2=CC(c3ccccc3)n3ncnc3N2)cc1 (stereo unspecified) | -13 |
| CCCC(=O)Nc1c2c(nc3ccccc13)N(c1ccccc1)CC2 | -3 |
| CCOC(=O)c1nc(Nc2ccc(OC)cc2)c2ccccc2n1 | 13 |
| CCc1ccc(C(C)NC(=S)NC2CCCCC2)cc1 (stereo unspecified) | -13 |
| CCCc1cc(=O)[nH]c(SCC(=O)N2CCC(C)CC2)n1 | 4 |

(list continues)
| smiles | HTRA1 inh |
| --- | --- |
| Cc1cc(O)c(C=O)c2c1C(=O)Oc1c(CO)c(O)c3c(c1O2)C(O)OC3=O (stereo unspecified) | 41* |
| Cc1c(C(=O)N(C)C2CCCCC2)sc2ncnc(N3CCN(c4ccccc4F)CC3)c12 | -36 |
| O=C(C1=C[C@H](c2coc3ccccc3c2=O)C[C@H](OCc2ccc(CO)cc2)O1)N1CCN(Cc2ccccc2)CC1 | -23 |
| NC(=O)CSc1oc(-c2ccco2)nc1S(=O)(=O)c1ccc(Cl)cc1 | 0 |
| CCN1CCN(C(=O)c2ccc3c(=O)n(CCc4ccccc4)c(=O)[nH]c3c2)CC1 | 2 |
| CC1(C)C(/C=C/C=C/C=C/C=C2\N(CCCCS(=O)(=O)O)c3ccc4ccccc4c3C2(C)C)=[N+](CCCCS(=O)(=O)[O-])c2ccc3ccccc3c21 | 25 |
| Nc1ccc(C(=O)N2CCN(S(=O)(=O)c3ccc(Cl)cc3)CC2)cc1[N+](=O)[O-] | -2 |
| O=C1C2CCCN2c2ccc(S(=O)(=O)N3CCOCC3)cc2N1Cc1ccccc1F (stereo unspecified) | -9 |
| CC(C)(CC(=O)O)CC(=O)N1CCN(c2cc(C(F)(F)F)nc3ccccc23)CC1 | 6 |
| O=C(Nc1c(Br)cc2c(c1Br)Cc1ccccc1-2)C(F)(F)F | -20 |
| CCOC(=O)c1c(NC(=O)c2ccc(-n3cnnn3)cc2)sc2c1CCCC2 | -6 |
| O=C(O)COc1ccc2occ(C(=O)c3ccccc3)c2c1 | -2 |
| O=c1oc2ccc3ccccc3c2c2c1SC(C(F)(F)F)C2 (stereo unspecified) | -4 |
| Cc1cc2c(N=O)c(NO)ccc2[nH]1 | 40* |
| CCN1/C(=C/c2ccc3cc(C)ccc3[n+]2CC)Sc2ccc3sccc3c21 | -8 |
| COc1ccccc1N1CCc2c(C)nc3c(OC)cccc3c21 | -7 |
| COc1ccc(COc2cc(-c3cccc(OC)c3)nc3ccc(NC(=O)c4ccc(N(C)C)cc4)cc23)cc1 | -31 |
| COc1ccccc1C1CCN(Cc2cccc(C(=O)N3CCC(O)CC3)c2)CC1 | 2 |
| CN(C)c1ccnc(N(Cc2ccccc2)Cc2ccccc2)c1C#N | -16 |
| O=C1[C@H]2[C@@H](c3ccc(Cl)cc3)N3C(=O)N(c4cccc(F)c4)C(=O)[C@@]3(Cc3ccc(Cl)cc3)[C@H]2C(=O)N1C1CCCCC1 | -5 |
